Polio RdRp inh – poliovirus RNA polymerase inhibition; P03300; poliovirus polymerase elongation, fluorescence polarization; active compounds read low; % elongation, % (compound at 16.7 µg/mL); actives 0.66% (n = 150,000); AID 588519; in the data active = % elongation below about 90%; note: some results filed as inactive read as strong as hits
Target sequence (P03300 1749-2209 limits assumed): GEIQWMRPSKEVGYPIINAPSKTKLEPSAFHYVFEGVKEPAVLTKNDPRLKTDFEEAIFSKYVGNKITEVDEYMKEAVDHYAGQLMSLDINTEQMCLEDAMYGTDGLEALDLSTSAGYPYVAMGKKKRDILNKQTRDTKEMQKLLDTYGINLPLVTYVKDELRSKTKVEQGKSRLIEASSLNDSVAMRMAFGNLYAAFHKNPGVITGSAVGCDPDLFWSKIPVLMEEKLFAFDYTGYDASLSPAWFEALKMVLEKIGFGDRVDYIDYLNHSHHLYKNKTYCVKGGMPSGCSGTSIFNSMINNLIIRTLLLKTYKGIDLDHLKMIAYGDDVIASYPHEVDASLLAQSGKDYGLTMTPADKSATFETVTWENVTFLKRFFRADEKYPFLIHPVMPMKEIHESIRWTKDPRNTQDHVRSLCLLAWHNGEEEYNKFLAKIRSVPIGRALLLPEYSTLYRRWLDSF
Polio RdRp inh FP z-score – also measured in Polio RdRp inh; calls as there; z-score; measured here: FP z-score; hits read low
* hit, by the source's call.

SMILES	Polio RdRp inh	Polio RdRp inh FP z-score
O=C(O)/C=C/c1ccc(Br)s1	103	0.2
CC(C)(C)OC(=O)N1CCC(c2c(C(=O)NCc3ccco3)cnn2-c2ccccc2Cl)CC1	106	0
O=C(NCCCn1ccnc1)c1cccnc1	99	-0.7
COc1ccc(NC(=O)CSC2=Nc3ccccc3C3=NC(CC(=O)NCc4ccco4)C(=O)N23)cc1 (stereo unspecified)	99	-1.8
CCC(C)NC(=O)C1(O)c2ccccc2NC(=O)N1c1ccccc1 (stereo unspecified)	100	0
O=C(Cn1c(=O)n(-c2ccccc2)c(=O)c2c3c(sc21)CCCC3)Nc1ccccc1	106	0
O=C(c1noc2c1CCCCC2)N1CCCCC1	103	0.2
O=C1c2ccccc2CCC1Sc1nnc(-c2ccncc2)o1 (stereo unspecified)	99	-0.5
CC(NC(=O)CCn1c(=O)c2cccn2c2ccc(F)cc21)c1ccccc1 (stereo unspecified)	108	0.2
NC(=O)C1(N2CCCCC2)CCN(C(=O)Nc2ccc(Cl)c(Cl)c2)CC1	113	-0.1

Next section (three carried over from the part before).
SMILES	Polio RdRp inh	Polio RdRp inh FP z-score
O=C1c2ccccc2CCC1Sc1nnc(-c2ccncc2)o1 (stereo unspecified)	99	-0.5
CC(NC(=O)CCn1c(=O)c2cccn2c2ccc(F)cc21)c1ccccc1 (stereo unspecified)	108	0.2
NC(=O)C1(N2CCCCC2)CCN(C(=O)Nc2ccc(Cl)c(Cl)c2)CC1	113	-0.1
CC(C)(C)NS(=O)(=O)c1ccc(Br)cc1	98	-0.7
c1ccc(NNC2=NCCCCC2)nc1	101	0
O=C(Cn1nnc2ccccc21)NCCSCc1ccco1	101	0.1
O=C(CC1Nc2cccc3cccc(c23)NC1=O)Nc1ccccc1 (stereo unspecified)	100	-0.3
Cn1ncc(Br)c1NC(=O)CSc1ccc(Cl)cc1	106	0.4
O=C(O)C1C2C=CC(C2)C1C(=O)OCC1CCCO1 (stereo unspecified)	97	-0.6
Cc1ccccc1CSC(SCc1ccccc1C)=C(C#N)C(=O)NCc1ccco1	101	-0.2
C/C(=N\c1ccccn1)C1=C(O)c2ccccc2C1=O	98	-1
Cc1ccccc1-c1noc(CSc2nnc(-c3ccncc3)n2-c2ccc(F)cc2)n1	100	-0.4
CC(Nc1ccccc1CO)C(=O)Nc1cccc(Cl)c1 (stereo unspecified)	101	-0.2
CC(C)(C)c1ccc(Oc2ccc(NC(=O)CCCC(=O)O)cc2)cc1	101	0
C=CCn1nnnc1SCC(=O)Nc1ccccc1C(=O)OC	99	-0.2
Cc1sc2c(c1C)CSC(C(=O)Oc1cccnc1)=C2	98	-2
COc1ccc(CNCC2(c3ccccc3)CCCC2)cc1	97	-0.8
Cc1ccc(S(=O)(=O)N(CC(=O)N2CCC(C)CC2)CC(=O)N2CCC(C)CC2)cc1	101	0.3
Nc1c(C(=O)Nc2ccc(C(F)(F)F)cc2)sc2nc(-c3cccs3)ccc12	117	1
O=C(Nc1ccc(S(=O)(=O)N2CCC(c3nc4ccccc4s3)CC2)cc1)c1ccc(F)cc1	111	0.7
C1CCN2C[C@H]3C[C@@H](CN4CCCC[C@@H]34)[C@H]2C1	101	0.2
CC(C)NC(=O)C1c2ccccc2Oc2ccccc21	104	0.4
Cc1nc(COc2cccc(C(=O)O)c2)cs1	106	0.3
Cc1ccc2c(CC(=O)N3CCN(c4ncccn4)CC3)coc2c1	105	0.3
O=C(c1ccc(F)cc1)N1CCCCC(N2CCN(S(=O)(=O)c3ccccc3)CC2)C1=O (stereo unspecified)	104	0.2
COc1ccccc1Cn1c(=S)[nH]c2cc(C(=O)NCc3ccco3)ccc2c1=O	104	1.3
Cc1ccccc1-n1c(SCC(N)=O)nnc1-c1ccc(Cl)cc1	103	0.5
Cc1ccc(OCCCC(=O)Nc2sc3c(c2C(N)=O)CCCC3)cc1	101	-0.5
Cc1cc(=O)oc2cc3occ(C(C)(C)C)c3cc12	103	0.8
COCC(C)N=C=S (stereo unspecified)	102	0.2
CN(C)S(=O)(=O)c1ccc2c(c1)c(=O)c(C(=O)NCc1ccccc1)cn2C	101	-0.2
Cc1cc(C(=O)NCC2CCCO2)c2c(C)nn(-c3ccccc3Cl)c2n1 (stereo unspecified)	101	0.6
Cc1ccc(S(=O)(=O)N2CCCC2C(=O)OCc2nc3ccsc3c(=O)[nH]2)cc1 (stereo unspecified)	106	0.5
O=C(CCOc1ccccc1)Nc1ccccc1N1CCCC1	109	0.7
O=C(Oc1ccc(OC(=O)c2ccncc2)cc1)c1ccncc1	104	0.8
CC1(c2ccc3noc(-c4ccccc4)c3c2)OCCO1	105	0.2
COc1ccc2oc(C(=O)N(C)Cc3ccc(Br)s3)c(C)c2c1	100	-0.6
COc1ccc(CCNC(=O)Cn2c(=O)cc(C(F)(F)F)c3c(C)nn(C)c32)c(OC)c1	115	2.3
Cc1ccc(CC/C=N/N=C2\NC(=O)CS2)o1	102	0.1
CCCCC1(C(=O)OCC)CC(C)(c2csc(N)n2)OC1=O (stereo unspecified)	97	-0.8
O=C(O)Cc1csc2ccc(Cl)cc12	100	-0.8
O=C1[C@@H]2CSC(c3ccc(F)cc3)N2C(=O)N1c1ccccc1 (stereo partly specified)	106	1.2
CSC1=NSC2=NC(=O)/C(=C\c3cccc4ccccc34)C(=N)N12	100	-0.3
Cc1cccc(CSc2nc3ccncc3n2CC(=O)N2CCCC2)c1	101	-0.9
CCC(=O)N(c1nnc(SCC(=O)Nc2c(C)nn(-c3ccccc3)c2C)s1)C1CC1	95	-0.8
O=S(=O)(c1ccc(NN=C2CCCC2)nc1)N1CCCCC1	100	-0.2
Cc1ccc(C2CC(=O)n3nc(-c4ccc(Cl)cc4)nc3S2)cc1 (stereo unspecified)	100	-0.8
CC(C)CC(N=Cc1c(O)c2ccccc2oc1=O)C(=O)O (stereo unspecified)	100	0.1
Cc1ccc(CSc2nc3cccnc3n2Cc2ccc(C(=O)NC3CC3)cc2)cc1	113	0.6
Cc1ccc(C)c(CNC(=O)c2ccc3c(c2)nc2n3CCOC2)c1	119	2.3
CCCCN(CC)C(=O)Cn1nc(C)c2c(C)n(-c3ccccc3)nc2c1=O	111	0.5
COc1ccc(Cn2c(SCc3cccc(C(F)(F)F)c3)nc3ccncc32)cc1	104	0.5
COc1ccc(/C=C2\SC(=O)N(CCC(=O)N3CCN(C)CC3)C2=O)cc1	101	0.2

Next section
SMILES	Polio RdRp inh	Polio RdRp inh FP z-score
COc1cc(C(C)n2ccnc2)cc(Br)c1O (stereo unspecified)	112	1.4
O=C1N(c2ccccc2)C(c2ccc(Br)cc2)C12CCCCC2 (stereo unspecified)	103	-0.1
COc1ccc(N2CCN(c3ncnc4c3cnn4-c3ccc(C)c(Cl)c3)CC2)cc1	108	0.3
CC(=O)NC(CC(=O)Nc1nc2ccccc2[nH]1)c1ccccc1 (stereo unspecified)	104	0.2
COC(=O)c1scc(-c2ccc(C)cc2)c1S(=O)(=O)Nc1cc(Cl)c(OC)cc1OC	107	0.3
COC(=O)c1ccccc1NC(=O)C1CCCN(C(=O)c2cnn(-c3ccc(F)cc3)c2-n2cccc2)C1 (stereo unspecified)	102	-1.2
O=C(CN1C(=O)c2ccccc2S1(=O)=O)NC1=NN(c2ccccc2)C(=O)C1	100	0
O=C(c1ccccc1-c1ccccc1)N1CCOCC1	100	-0.1
COc1ccc(Cl)cc1Nc1ncnc2c1nc1n2CCCC1	106	0
COc1ccc(CCCc2nnc(SCC(=O)Nc3ccccc3)o2)cc1C	101	-0.2
CN(C)/C=N/NC(=O)c1nc(-c2cccc(-n3cccc3)c2)no1	102	0
CCOc1ccc(S(=O)(=O)N(CC(=O)NCCSCc2ccccc2)c2ccccc2)cc1	98	-2
CC(=O)Nc1ccc(NC(=O)C(C)OC(=O)c2cc(-c3ccco3)nc3ccccc23)cc1 (stereo unspecified)	108	0.7
CCOC(=O)c1scc(-c2ccc(C)cc2)c1S(=O)(=O)Nc1cc(Cl)ccc1OC	111	1.2
COc1ccc(C)c2sc(N(Cc3cccnc3)C(=O)C3CCCCC3)nc12	107	0.1
Cc1ccc(NC(=O)CN2C(=O)c3ccccc3S/C2=C\C#N)cc1C	121	2.8
CCOc1ccc2c(c1)sc(=NC(=O)CCOc1ccccc1)n2C	103	0.2
CCCOc1ccc(C2C(=O)N(C3CCCCC3)CC(=O)N2CCc2ccccc2)cc1OC (stereo unspecified)	110	0.3
O=C(CCOc1ccccc1)N(Cc1cccnc1)c1nc2c(F)cc(F)cc2s1	114	1.5
Cc1ccc(-n2ncc3c(NC4CCCC4)ncnc32)cc1	104	-0.4
CCCNC(=O)CCC1CCCCC1	103	0
CC(NC(=O)c1cc(-c2ccc(Cl)cc2)on1)c1ccccc1 (stereo unspecified)	109	0.9
NNC(=S)NCc1ccc(F)cc1	103	0.1
CCC(C)Nc1ncnc2c1cnn2-c1ccc(F)cc1 (stereo unspecified)	111	0.7
Cc1ccc2c(c1)c1c(n2CCC#N)C(=O)CCC1	100	-0.3
COc1ccc(Br)cc1CNCc1c(C(=O)O)c(C)n(Cc2ccccc2C)c1C	103	-0.6
COc1ccc(CC(=O)Nc2cc(C)on2)cc1OC	102	-0.3
Cc1ccc(C)c(N2CCN(C(=O)C3CCN(Cc4nc(-c5cccc(Cl)c5)oc4C)CC3)CC2)c1	105	-0.1
Cn1c(SCc2ccc(F)cc2)nc2ccc(C(=O)NCCc3ccc(Cl)cc3)cc21	104	0.6
COc1ccc(Cn2c(=O)c(=O)oc3ccccc32)cc1OC	101	-0.6
Cc1cnc2c(c1SCC(=O)N1CCC(C)CC1)c(=O)n(C)c(=O)n2C	101	0.1
CCN1CCn2c1nc(N1CCCCC1)nc2=O	98	-0.4
CCOc1ccc(N2C(=O)CC(NCCNC(=O)c3ccc(Cl)cc3)C2=O)cc1 (stereo unspecified)	102	0.4
CCN(CC)CCCN1C(=O)C(O)=C(C(=O)c2ccc(C)o2)C1c1cccnc1 (stereo unspecified)	101	-0.1
COCCN1C(=O)/C(=C2/C(=O)N(OC)c3ccccc32)SC1=S	102	-0.2
COC(=O)c1ccc(NS(=O)(=O)c2ccc3[nH]c4c(c3c2)CCCCC4)cc1	108	0.1
CC1=Nc2cc(C(=O)O)ccc2Sc2c(C)ccc(C)c21	102	0.2
CC(=O)Nc1ccc(N2CCN(C(=O)c3ccco3)CC2)cc1	100	-0.9
N#C/C(=C\Nc1ccc(C(N)=O)cc1)c1nc(-c2ccccc2)cs1	103	0.3
CN(Cc1ccccc1)C(=O)CN1C(=O)c2cccnc2Oc2ccc(Cl)cc21	100	-0.6
Cc1ccc(Cn2cnc3c(oc4ccccc43)c2=O)cc1	108	0.5
Cn1cc(CNC(=S)NCc2ccc(Cl)cc2)cn1	99	-0.5
CNC(=S)N/N=C(\C)c1ccc2c(c1)OCCO2	101	-0.2
CN(C)/C=N/c1c(-c2nc(-c3ccc(Cl)cc3)cs2)cnn1C	105	0.2
CCOc1cc(CN2CCN(CC3CC4C=CC3C4)CC2)ccc1OC (stereo unspecified)	101	-0.4
CCN(CC)c1ccc(N=Cc2ccccc2O)cc1	102	0.5
COc1ccc(C2=Nc3ccccc3N=C(c3ccc4ccccc4c3O)C2)cc1	94	-1
COc1cc(OC)cc(C(=O)N(c2ccccn2)c2ccccn2)c1	105	0.4
Cc1cc(C)n(CCC(=O)N2CCN(S(=O)(=O)c3ccccc3)CC2)n1	102	0
Cc1oc2ccccc2c1-c1csc(-c2ccccc2)n1	103	0.4

Continued (four carried over from the part before).
SMILES	Polio RdRp inh	Polio RdRp inh FP z-score
COc1ccc(C2=Nc3ccccc3N=C(c3ccc4ccccc4c3O)C2)cc1	94	-1
COc1cc(OC)cc(C(=O)N(c2ccccn2)c2ccccn2)c1	105	0.4
Cc1cc(C)n(CCC(=O)N2CCN(S(=O)(=O)c3ccccc3)CC2)n1	102	0
Cc1oc2ccccc2c1-c1csc(-c2ccccc2)n1	103	0.4
CC(C(=O)NCC1CCCO1)n1c2ccccc2c2cnn(C)c(=O)c21 (stereo unspecified)	99	-1.2
O=C(Nc1ccc(N2CCCCS2(=O)=O)cc1)c1ccccc1	105	0.2
CCCc1cnc(N2CCN(S(C)(=O)=O)CC2)nc1	102	-0.3
Cc1ccc(CCNC(=O)c2cnc3c(-c4ccc(F)cc4)c(C)nn3c2C)cc1	76*	-2.4*
O=c1c(=NO)c(=O)c2ccccc12	32*	-16*
COc1ccc(-c2onc(C)c2C)cc1S(=O)(=O)NCC(C)c1ccccc1 (stereo unspecified)	110	0.7
COc1cc(/C=N/N2C(=O)c3ccccc3C2=O)ccc1OCC(=O)N1CCOCC1	99	-0.7
O=C(Cn1c2ccccc2c2cn[nH]c(=O)c21)NCc1cccnc1	104	0.4
O=C(O)c1cc2cc(Cl)ccc2o1	101	-0.2
CCN(CCS(=O)(=O)c1ccc(C)cc1)C(=O)c1ccc(-c2cc(C(F)(F)F)nn2C)s1	105	0.2

4 of the compounds above, with bars between the fields:
Compound | Polio RdRp inh | Polio RdRp inh FP z-score
COc1ccc(-c2onc(C)c2C)cc1S(=O)(=O)NCC(C)c1ccccc1 (stereo unspecified) | 110 | 0.7
COc1cc(/C=N/N2C(=O)c3ccccc3C2=O)ccc1OCC(=O)N1CCOCC1 | 99 | -0.7
O=C(Cn1c2ccccc2c2cn[nH]c(=O)c21)NCc1cccnc1 | 104 | 0.4
O=C(O)c1cc2cc(Cl)ccc2o1 | 101 | -0.2

Full records from above. Screens in order: Polio RdRp inh, Polio RdRp inh FP z-score
O=C(c1noc2c1CCCCC2)N1CCCCC1 as listed: 103, 0.2
CC(NC(=O)CCn1c(=O)c2cccn2c2ccc(F)cc21)c1ccccc1 (stereo unspecified) as listed: 108, 0.2
CCCCC1(C(=O)OCC)CC(C)(c2csc(N)n2)OC1=O (stereo unspecified) as listed: 97, -0.8
COc1ccc(NC(=O)CSC2=Nc3ccccc3C3=NC(CC(=O)NCc4ccco4)C(=O)N23)cc1 (stereo unspecified) as listed: 99, -1.8
Cc1ccc2c(CC(=O)N3CCN(c4ncccn4)CC3)coc2c1 as listed: 105, 0.3

New compounds follow
SMILES	Polio RdRp inh	Polio RdRp inh FP z-score
Cc1nc(C)c(C(=O)O)o1	101	-0.2
CCOc1ccccc1Oc1coc2cc(OC(=O)N(C)C)ccc2c1=O	99	-0.2
O=C1OC(C(=O)Nc2ccc(Cl)c(C(F)(F)F)c2)Cc2ccccc21 (stereo unspecified)	103	-0.5
CCC1CCCCN1C(=O)C1=CC(c2ccc(OC)cc2)=NS(=O)(=O)N1C (stereo unspecified)	105	0.6

Assay outcomes from PubChem BioAssay.

The list is partial; rates above refer to the full screens.
